Bioassay records deposited in PubChem BioAssay by The Scripps Research Institute Molecular Screening Center.
MITF inh = human MITF inhibition, primary screen. O75030. AlphaScreen MITF homodimerization, bead proximity signal. inhibition, % at 2.6 µM. actives 0.91% (n = 650,000); in the data active means inhibition above about 50%;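 further: 0% = vehicle wells with protein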
FBW7 act = human FBW7 E3 ligase activation, primary screen; normalized activity (activation), % at 26.1 µM; actives 0.13% (n = 650,000); AlphaScreen FBW7–phospho-cyclin E peptide binding, activator screen; Q969H0; in the data active means normalized activity above about 1.9%;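 further: purified mutant Fbw7 with reduced substrate affinity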
Target sequence (Q969H0 whole entry, looked up): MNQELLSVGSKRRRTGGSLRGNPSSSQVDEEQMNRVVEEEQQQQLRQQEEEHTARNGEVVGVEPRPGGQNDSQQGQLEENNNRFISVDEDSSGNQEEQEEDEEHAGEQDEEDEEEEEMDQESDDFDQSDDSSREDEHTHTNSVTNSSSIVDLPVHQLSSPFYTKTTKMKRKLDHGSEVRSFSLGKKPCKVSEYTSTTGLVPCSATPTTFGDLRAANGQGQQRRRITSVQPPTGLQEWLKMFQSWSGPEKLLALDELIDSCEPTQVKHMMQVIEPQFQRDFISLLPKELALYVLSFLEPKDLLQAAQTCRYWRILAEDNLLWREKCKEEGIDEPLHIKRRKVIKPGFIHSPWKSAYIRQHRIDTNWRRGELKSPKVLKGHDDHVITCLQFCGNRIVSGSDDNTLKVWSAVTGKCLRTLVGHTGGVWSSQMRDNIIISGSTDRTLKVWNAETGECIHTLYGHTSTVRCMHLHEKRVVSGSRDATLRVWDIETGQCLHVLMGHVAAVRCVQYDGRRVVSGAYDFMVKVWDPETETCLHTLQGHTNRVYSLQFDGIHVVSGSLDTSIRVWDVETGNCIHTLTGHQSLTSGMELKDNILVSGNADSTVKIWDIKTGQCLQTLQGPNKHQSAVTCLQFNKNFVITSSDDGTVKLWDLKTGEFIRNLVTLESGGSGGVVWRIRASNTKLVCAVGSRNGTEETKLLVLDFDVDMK
GPR151 ag = activates the human receptor GPR151; PathHunter beta-arrestin GPR151 cells, luminescence; activation, % at 11.2 µM; actives 1% (n = 650,000); in the data active means activation above about 4.9%;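 further: 0% = median of compound wells and 100% = cells with positive control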
Target sequence (Q8TDV0 whole entry, looked up): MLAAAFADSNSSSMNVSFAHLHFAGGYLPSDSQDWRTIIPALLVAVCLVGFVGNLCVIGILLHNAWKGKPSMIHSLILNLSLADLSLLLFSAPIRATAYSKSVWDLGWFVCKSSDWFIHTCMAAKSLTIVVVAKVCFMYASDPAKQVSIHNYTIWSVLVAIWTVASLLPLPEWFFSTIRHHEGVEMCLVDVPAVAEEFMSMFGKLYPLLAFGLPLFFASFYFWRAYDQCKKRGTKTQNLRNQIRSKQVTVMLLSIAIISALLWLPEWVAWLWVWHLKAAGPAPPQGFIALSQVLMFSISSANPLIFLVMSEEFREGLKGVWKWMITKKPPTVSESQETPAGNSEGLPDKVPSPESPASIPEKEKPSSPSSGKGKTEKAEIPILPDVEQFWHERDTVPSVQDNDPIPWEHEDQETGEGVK
TEAD-YAP inh = TEAD-YAP interaction inhibition | inhibition, % at 9.12 µM | HEK-TIYL cells, TEAD-Gal4/YAP UAS-luciferase luminescence | actives 1.4% (n = 640,000); in the data active means inhibition above about 32%;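 further: 0% = median of test compound wells and 100% = reference inhibitor wells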
* hit, by the source's call.

Results follow in this order: MITF inh | GPR151 ag | FBW7 act | TEAD-YAP inh
1. CC(=O)n1c2ccc(Br)cc2c2[nH]c(=S)[nH]c21
    2 | 2.8 | -0.1 | -8
2. COc1ccc(C2C(C(C)=O)C(=O)CC(C)(O)C2C(C)=O)cc1OC (stereo not given)
    -1 | -1.2 | 0.6 | 1
3. O=C(COC(=O)C1CC(=O)N(Cc2ccco2)C1)c1ccc(OC(=O)c2ccco2)cc1 (stereo not given)
    0 | 1.1 | -0.2 | -1
4. O=C1C2C3C=CC(C3C3=CCCC3)C2C(=O)N1c1cccc([N+](=O)[O-])c1 (stereo not given)
    -1 | 0.3 | -0.1 | -2
5. CCCC1CCC(CCc2ccc(-c3ccc(C4CCC(CC)CC4)cn3)cc2)CC1 (stereo not given)
    11 | -1.2 | 0.1 | 4
6. Cc1cc(C)n(CC(=O)N2CCC[C@H](Cn3cc(C(=O)N4CCOCC4)nn3)C2)n1
    -5 | 0.1 | -0.1 | 5
7. CCOC(=O)n1nc(Cc2ccncc2)c2ccccc2c1=O
    12 | 5.2* | -0.1 | -1
8. CCOC(=O)CN1C(=O)S/C(=C\c2ccc(N3CCCC3)o2)C1=O
    -11 | 0.1 | 0.1 | 2
9. CCC(=O)Nc1ccc(C(=O)N/N=C/c2cccc(Br)c2)cc1
    2 | 1.1 | 0.0 | -16
10. COc1cc(-c2nnc(CSc3nncs3)o2)cc(OC)c1OC
    6 | -0.4 | 0.1 | 4
11. Cc1cccc(OCc2nnc(SCC(=O)c3ccc4c(c3)NC(=O)CO4)o2)c1
    2 | 1.9 | -0.1 | -1
12. O=C(O)CCc1nc2ccccc2c(=O)[nH]1
    -2 | 0.7 | -0.2 | 6
13. CS(=O)(=O)N1CCCC1C(=O)Nc1nc2ccc(Cl)cc2s1 (stereo not given)
    2 | 1.0 | 0.1 | 0
14. c1nc(NCCN2CCOCC2)c2[nH]c(N3CCOCC3)nc2n1
    -1 | -0.5 | -0.1 | 2
15. COc1ccc(NC(=O)CN(c2ccccc2OC)S(C)(=O)=O)cc1
    -3 | -0.2 | -0.2 | -3

(listing goes on)
Results follow in this order: MITF inh | GPR151 ag | FBW7 act | TEAD-YAP inh
16. Cc1ccc(NC2c3nccnc3C(=O)N2c2ccc(Br)cn2)cc1C (stereo not given)
    -1 | 0.4 | -0.1 | 0
17. Cc1ccnc(NS(=O)(=O)c2ccc(NC(=O)c3sc4ccccc4c3Cl)cc2)n1
    11 | -0.9 | 0.0 | 0
18. O=C(c1ccc2ccccc2c1)N1CCN(c2ccc([N+](=O)[O-])c(N3CCOCC3)c2)CC1
    6 | -0.9 | -0.2 | 12
19. CCOc1cc(/C=C2/C(=N)N3N=C(CC)SC3=NC2=O)cc(Br)c1OCCOc1cccc(C)c1
    -2 | 1.8 | 0.6 | -17
20. CC1=C(C(=O)OC(C)C(C)(C)C)C(c2cccc(Br)c2)NC(=O)N1 (stereo not given)
    2 | -0.3 | -0.2 | -2
21. CCOc1ccc(CC(=O)Nc2c(C(=O)c3ccc(F)cc3)oc3ccc(Cl)cc23)cc1OCC
    -8 | -0.6 | 0.0 | 6
22. COc1ccc(SCC(O)CSc2nc(-c3cccs3)cc(C(F)(F)F)c2C#N)cc1 (stereo not given)
    1 | -0.4 | 0.0 | -2
23. Cc1nc(NCc2cnn(-c3ccccc3)c2)sc1-c1ccn(CC2CC2)n1
    12 | -0.9 | -0.1 | 0
24. COC(=O)C1=CN(C2CC2)C=C(C(=O)OC)C1c1ccc(O)cc1
    -13 | 2.0 | 0.0 | 4
25. Cc1ccc(NC(=O)N(CCN(C)C)Cc2cc3cc4c(cc3[nH]c2=O)OCO4)cc1
    1 | -0.5 | -0.3 | 1
26. COC(=O)c1ccccc1NC(=O)c1cc(Cl)ccc1OC
    14 | -1.0 | 0.3 | 11
27. COc1ccc(-c2nc3ccc(C(=O)NCc4nc5ccccc5[nH]4)cc3s2)cc1
    10 | -0.5 | 0.3 | -27
28. COc1ccc(C2=N/C(=C\c3cc(Br)cs3)C(=O)O2)cc1Br
    2 | -0.4 | -0.2 | 0
29. COc1ccc(-n2nc3c(c2NC(=O)c2ccc(OC)c(OC)c2)CS(=O)C3)cc1 (stereo not given)
    14 | 0.5 | 0.1 | -4
30. COCCNC(=O)Cn1c(=S)[nH]c2ccccc2c1=O
    0 | 1.7 | 0.1 | 5

Carrying on.
Results follow in this order: MITF inh | GPR151 ag | FBW7 act | TEAD-YAP inh
31. O=C1c2c(Cl)c(Cl)c(Cl)c(Cl)c2C(=O)N1c1ccc(-c2nc3ccccc3o2)cc1
    -1 | -0.9 | -0.1 | 7
32. Cc1ccnc(SCC(=O)N2CCCc3ccccc32)n1
    1 | -0.3 | 0.0 | -10
33. O=C(NN=C1C2CC3CC1CC(O)(C3)C2)c1cccc(O)c1
    -10 | -2.8 | 0.2 | -16
34. N#Cc1ccc(-c2cccs2)nc1SCc1ccc(Cl)cc1Cl
    3 | -0.8 | -0.1 | 4
35. O=C(Nc1cccc(Cl)c1)C1(S(=O)(=O)c2ccc(Cl)cc2)CC1
    16 | 0.7 | 0.6 | 11
36. CCc1cccc(CC)c1N(COC)C(=O)Cn1ccccc1=N
    5 | -1.4 | 0.6 | -1
37. COc1ccc(N2C(=O)c3ccccc3C2=O)c(NC(C)=O)c1
    6 | -0.4 | 0.3 | -8
38. O=C(O)COc1ccc(Br)cc1/C=C1\C(=O)NC(=O)N(c2ccccc2)C1=O
    13 | -0.8 | -0.2 | 0
39. O=C(Cn1c(=O)n(Cc2ccccn2)c(=O)c2ncccc21)c1ccc(Cl)c(Cl)c1
    -6 | 2.1 | -0.1 | 3
40. Cn1c(=O)oc2cc(S(=O)(=O)N3CCCC(C(=O)Nc4ccccn4)C3)ccc21 (stereo not given)
    6 | 1.8 | -0.1 | 20
41. O=C(Nc1ccccc1Br)/C(=C/c1cccc([N+](=O)[O-])c1)NC(=O)c1cccc(Cl)c1
    -8 | -0.2 | 0.0 | -12
42. CSc1nnc(-c2ccc(NC(=S)N3CCCCC3)cc2)o1
    10 | 0.5 | 0.1 | -34
43. COc1ccc(NC(=O)CN(C)S(=O)(=O)c2ccc3c(c2)n(C)c(=O)c(=O)n3C)cc1
    10 | 1.7 | 0.0 | 4
44. O=C(NCc1cccc(C(F)(F)F)c1)c1ccc(-c2csc3ccccc23)s1
    12 | -0.8 | 0.3 | -9
45. COc1ccc(N(C)S(=O)(=O)c2ccc3c(c2)CCN3C(=O)C2CCC2)cc1
    3 | 0.3 | 0.3 | 0

Next section
Results follow in this order: MITF inh | GPR151 ag | FBW7 act | TEAD-YAP inh
46. Cn1c(=NC(=O)c2ccc([N+](=O)[O-])o2)sc2cc(S(C)(=O)=O)ccc21
    18 | 0.8 | -0.1 | 16
47. Cc1cc(=O)[nH]c2nnc(SCC(=O)Nc3ccc(Cl)c(Cl)c3)n12
    9 | -2.3 | 0.5 | 10
48. CSc1ccc2nnc(-c3ccc(F)cc3)n2n1
    22 | -0.7 | 0.2 | 3
49. Cc1cc(CN2C(=O)C(C)Oc3ccc(OC(F)(F)F)cc32)no1 (stereo not given)
    -13 | 0.7 | 0.6 | 4
50. CCn1c(SCCCN2C(=O)c3cccc4cccc(c34)C2=O)nnc1-c1cccnc1
    13 | -1.6 | 0.2 | -4
51. CCCc1cc(=O)n2[nH]c(NCc3ccc(F)cc3)nc2n1
    7 | 1.0 | 0.0 | -1
52. CCc1ccc(S(=O)(=O)Nc2cc(C)ccc2OC)cc1
    12 | 1.3 | 1.3 | 1
53. CCOc1ccc(C(=O)Nc2ccc3oc(-c4cc(I)ccc4Cl)nc3c2)cc1Br
    3 | 0.4 | -0.2 | -1
54. COc1ccc(NC(=O)CN2C(=O)CC(c3ccco3)Sc3ccccc32)cc1OC (stereo not given)
    1 | -1.1 | 0.0 | 12
55. CC(=O)N1CCN(Cc2cc(C(C)(C)C)c(O)c(C(C)(C)C)c2)CC1
    34 | 1.7 | 0.3 | 0
56. COc1ccc(-c2nc3ccc(C(N)=O)cc3s2)cc1
    18 | -11 | 0.5 | 20
57. CCOc1ccccc1NC(=O)CN1CCN(C(=O)c2ccco2)CC1
    -7 | -1.2 | -0.1 | -8
58. CC1=C(C(=O)Nc2ccccc2)C(c2ccccc2F)NC(=O)N1 (stereo not given)
    17 | -0.2 | 0.6 | 5
59. C=C(C)CNc1nc2nonc2nc1NC1CC1
    -3 | 1.3 | -0.2 | -5
60. CCc1ccc(NC(=O)C2CCC(=O)N(c3ccc(OC)cc3)C2c2ccc(OC)cc2)cc1 (stereo not given)
    -3 | 1.0 | 0.0 | -6

Four of these compounds in a different format.
46. Cn1c(=NC(=O)c2ccc([N+](=O)[O-])o2)sc2cc(S(C)(=O)=O)ccc21
  MITF inh = 18
  GPR151 ag = 0.8
  FBW7 act = -0.1
  TEAD-YAP inh = 16
59. C=C(C)CNc1nc2nonc2nc1NC1CC1
  MITF inh = -3
  GPR151 ag = 1.3
  FBW7 act = -0.2
  TEAD-YAP inh = -5
53. CCOc1ccc(C(=O)Nc2ccc3oc(-c4cc(I)ccc4Cl)nc3c2)cc1Br
  MITF inh = 3
  GPR151 ag = 0.4
  FBW7 act = -0.2
  TEAD-YAP inh = -1
50. CCn1c(SCCCN2C(=O)c3cccc4cccc(c34)C2=O)nnc1-c1cccnc1
  MITF inh = 13
  GPR151 ag = -1.6
  FBW7 act = 0.2
  TEAD-YAP inh = -4

Next section.
Results follow in this order: MITF inh | GPR151 ag | FBW7 act | TEAD-YAP inh
61. Cn1ncc(NC(=S)Nc2cccc([N+](=O)[O-])c2)c1C(N)=O
    21 | -1.9 | 0.3 | -10
62. O=C1Cc2cc(S(=O)(=O)Nc3ccc(F)cc3)cc3c2N1CCC3
    0 | 0.1 | -0.1 | -6
63. Cc1occc1C(=O)Nc1sc2c(c1C(N)=O)CCCCC2
    -9 | 2.1 | -0.1 | -37
64. CC(C)[C@@H](N)Cn1nc(C2CC2)ccc1=O
    -4 | 0.0 | -0.1 | -4
65. Cc1ccc(N2C(=NC(=O)c3ccccc3)SC3CS(=O)(=O)CC32)cc1 (stereo not given)
    -4 | 2.1 | -0.2 | 4
66. Cc1noc(C)c1COC(=O)c1ccc(-n2c(C)ccc2C)cc1
    7 | -2.0 | 0.6 | -4
67. C=CCNC(=O)N1CCC(Cc2ccc(Cl)cc2)(C(=O)OCC)CC1
    4 | -0.4 | -0.1 | -2
68. COc1cc(C(=O)O)c2ccccc2n1
    18 | -0.5 | 0.6 | -1
69. Nc1c(C(=O)Nc2cccc(F)c2)nnn1-c1cccc(C(F)(F)F)c1
    8 | -1.7 | 0.7 | -29
70. O=C(CSc1c(-c2ccccc2)[nH]c2ccccc12)N1CCCCC1
    6 | -0.5 | -0.1 | 0
71. CCCCCCCNC(=O)C(CC)NS(=O)(=O)c1ccc(C)cc1 (stereo not given)
    13 | -0.7 | 0.6 | 14
72. Cc1nn(-c2ccc(Cl)cc2)c2sc(C(=O)Nc3ccc(C(N)=O)cc3)cc12
    3 | 6.7* | -0.1 | 10
73. CCOC(=O)/C=C(/C)Nc1c(C)n(C)n(-c2ccccc2)c1=O
    10 | 0.1 | 0.2 | 1
74. C=CCn1c(CCCCCN2C(=O)c3cccc4cccc(c34)C2=O)n[nH]c1=S
    0 | -0.9 | 0.0 | 2
75. O=C(Cn1cnc2ccccc2c1=O)NCC(=O)N1CCN(c2ccc(F)cc2)CC1
    14 | 0.0 | 0.0 | 4

Next part
Results follow in this order: MITF inh | GPR151 ag | FBW7 act | TEAD-YAP inh
76. COc1ccc(NC(=O)CN2C(=O)c3ccc([N+](=O)[O-])cc3C2=O)cc1
    -19 | 0.6 | 0.0 | -2
77. Cc1cc(-c2nnc(SCC(=O)c3ccc(F)c(F)c3)o2)c(C)o1
    3 | -0.8 | -0.2 | 3
78. O=C(NCc1ccc2c(c1)OCO2)c1ccc2c(=O)n(-c3ccccc3)c(=S)[nH]c2c1
    30 | 0.6 | 0.3 | 9
79. O=C(Nc1ccc2c(c1)C(=O)NC2=O)c1cccc([N+](=O)[O-])c1
    15 | -1.2 | 0.7 | 14
80. Cc1ccc(N2C(=O)CSC2c2ccccc2F)cc1 (stereo not given)
    -5 | -0.3 | -0.1 | 0
81. CC1Cc2ccccc2N1CC(=O)Nc1cccc(Br)c1 (stereo not given)
    8 | 0.9 | -0.1 | 4
82. CC(=O)c1ccccc1NC(=O)c1ccc(=O)[nH]c1
    10 | -1.3 | 1.1 | 1
83. CCCc1nc2ccccc2c(=O)n1NC(=O)c1c(O)c2ccccc2n(CC)c1=O
    -2 | 1.2 | -0.1 | -7
84. COc1ccc(Cl)c2c1[nH]c1nc(SCC(=O)O)nnc12
    3 | -0.2 | -0.1 | 9
85. CC(C)=C1C2C=CC1C1C(=O)N(c3ccccc3C#N)C(=O)C21 (stereo not given)
    2 | -1.3 | 0.5 | 13
86. CC1(C)Cc2c(sc3nc(SCc4ccc(Br)cc4)n(C4CCCCC4)c(=O)c23)CO1
    9 | 0.0 | 0.2 | 3
87. Cc1cc(C)nc(N2CCC(NCc3ccco3)CC2)n1
    -10 | -1.1 | 0.0 | 1
88. CCC(CC)C(=O)Nc1ccc(OC)c(Cl)c1
    9 | -0.8 | 0.0 | 6
89. COc1cc(OC)c(C2C(C(=O)Nc3ccc(C)cc3C)=C(C)Nc3ncnn32)cc1OC (stereo not given)
    6 | 0.9 | -0.1 | 3
90. CC(C)(C)NS(=O)(=O)c1ccc(NC(=O)C(c2ccccc2)c2ccccc2)cc1
    -1 | 3.9 | -0.3 | -2
91. Cc1cc(/C=C(\C#N)C(=O)OCC(=O)NCc2cccs2)c(C)n1CC(C)C
    9 | -2.1 | -0.2 | 49*
92. COc1ccc(NC(=O)CSc2nc3[nH]ncc3c(=O)n2-c2ccc(Cl)cc2Cl)cc1OC
    12 | 3.4 | 0.3 | 12
93. O=C(COc1ccc(Cl)cc1Cl)Nc1nnc(-c2ccccn2)o1
    -2 | 0.2 | -0.1 | 2
